PGC1a acetyl inh: inhibitors of PGC1a acetylation signal, primary screen, cell-based, U2OS, AlphaScreen, inhibitor mode. AlphaScreen anti-acetyl-lysine; with virally co-expressed GCN5 acetyltransferase. inhibition, % at 15.6 µM. 0.17% of 350,000 active;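 active means every replicate shows inhibition of at least 40%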;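 further: 0% = neutral control wells and 100% = positive control wells; some results beyond the cut were filed as inactive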
PglD inh: C. jejuni PglD acetyltransferase inhibitors, primary screen, biochemical, DTNB colorimetric, single point; UDP-N-acetylbacillosamine N-acetyltransferase PglD (Campylobacter jejuni); purified PglD enzyme, DTNB colorimetric CoA detection; inhibition, % at 12.5 µM; 0.098% of 360,000 active; AID 602405, 2012; in the data active means inhibition above about 16%, passing the limit was not always enough; further: strong numbers were not always called active
FN deposition inh: inhibitors of fibronectin matrix deposition, primary screen, AH1F cells, Alexa488-fibronectin fluorescence, plate reader; AH1F fibroblasts, overnight; inhibition, % at 12.6 µM; 0.086% of 350,000 active;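 active means mean inhibition across replicates of 30% or more, regardless of how many single replicates reach that level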;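 further: positive control wells lacked labelled fibronectin entirely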
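Material: AH1F fibroblast monolayer depositing Alexa488-labelled fibronectin into matrix / Amount: 10000 AH1F cells per well / Signal: fluorescence 485/525 nm / Medium: DMEM, 2% serum / Compound: single dose, pinned / Incubation: 1 h cell adhesion before compound, then overnight fibronectin incubation / Reagent: Alexa488-FN, 24 nM final / Read-out: inhibition of fibronectin deposition signal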
An asterisk follows results filed as active.

SMILES	PGC1a acetyl inh	PglD inh	FN deposition inh
O=C(c1ccccc1)n1nnc2ccccc21	1	-2	0
O=C1CCCC/C1=C\Nc1ccccc1C(=O)O	-6	6	-2
COc1ccc(NC(C)=O)cc1NC(C)C(=O)Nc1ccc(F)cc1 (configuration not stated)	2	4	-8
Cc1ccc(C(=O)Nc2cccc(C(=O)N3CCOCC3)c2)cc1	-3	1	9
O=C(NC1CCCC1)C(c1ccc(F)cc1)N(Cc1ccc(F)cc1)C(=O)c1ccn[nH]1 (configuration not stated)	14	0	-16
CCOc1ccc(-n2c(SCC(=O)Nc3ccc(OC)cc3OC)nc3c(c2=O)SCC3)cc1	-2	11	2
COC(=O)c1ccc(Cn2nnc3ccccc3c2=O)o1	0	-2	6
COc1nc(Nc2cccc(C)c2)nc(N2CCCCC2)n1	-12	-2	2
O=C(Nc1cc2c(oc1=O)CCCC2=O)c1ccc(Cl)cc1	12	-1	10
CCc1nnc(NC(=O)c2ccc(S(=O)(=O)N(CC)Cc3ccccc3)cc2)o1	2	2	-6
Cc1nnsc1C(=O)Nc1cccc(Cl)c1Cl	-7	-3	-25
CCn1c(=O)cc(OCC(=O)NC(C)c2ccc3c(c2)OCCO3)c2ccccc21 (configuration not stated)	-2	-1	-10
Cc1cc(OC(=O)c2ccccc2)n(CCC#N)n1	14	1	5
O=C(NCC(c1cccnc1)N1CCN(c2ccccc2)CC1)c1ccco1 (configuration not stated)	-3	-3	-8
C=CCn1c(=O)/c(=C/c2cc(OC)c(OC)c(OC)c2)s/c1=C(/C#N)c1nc2ccccc2n1C	3	2	-22
Cc1ccc(C(=O)Nc2c(-c3cccs3)nc3cc(C)ccn23)cc1	-2	8	-4
Cc1sc2c(c1C)c(=O)n(-c1ccc(F)cc1)c(=O)n2CC(=O)NCc1ccco1	6	3	-10
O/N=C/c1ccccc1OCc1ccc(Cl)cc1	9	-3	-13
CCOc1ccc(S(=O)(=O)Nc2cccc(C(=O)N3CCN(c4ccc(OC)cc4)CC3)c2)cc1	12	5	-2
COc1cc2c(cc1OC)C(C(=O)N1CCCCC1)C(c1ccccc1F)N(C)C2=O (configuration not stated)	9	-1	-11
CC(C)(C)NCC(=O)c1c[nH]c2ccccc12	-8	-4	5
O=S(=O)(c1ccc(S(=O)(=O)N2CCN(C/C=C/c3ccccc3)CC2)cc1)N1CCCC1	5	-7	-9
NC(=O)CN1CCOCCOCCOCCOCCOCC1	-1	5	4
CCOC(=O)c1c(NC(=O)Cn2cnc([N+](=O)[O-])n2)sc2c1CCC(C)C2 (configuration not stated)	-30	-2	-6
CSCC[C@H](NC(=O)CCn1nnc2ccccc2c1=O)C(=O)O	-3	3	1

(listing goes on)
SMILES	PGC1a acetyl inh	PglD inh	FN deposition inh
CCn1cc(C(=O)OCC(=O)OC2CC(C)CCC2C(C)C)c(=O)c2ccc(C)nc21 (configuration not stated)	7	8	5
CCc1ccc(-c2csc(NC(=O)C3CCCO3)c2C(=O)OC(C)C)cc1 (configuration not stated)	-16	-3	-7
Cc1nc(C)c(C(=O)OCC(=O)N2CCN(c3ccccc3)CC2)s1	3	0	10
CN1CCN(CCCNC(=O)Cn2nc(-c3ccccc3)ccc2=O)CC1	-2	-8	5
CC(=O)N1CCN(c2ccc(S(=O)(=O)N3CCCCC3)cn2)CC1	-1	4	6
CC1CCN(S(=O)(=O)c2ccc(S(=O)(=O)NCC(=O)C(C)(C)C)cc2)CC1	11	5	-1
CCOc1ccc(S(=O)(=O)Nc2ccccc2C(=O)NCC2CCCO2)cc1 (configuration not stated)	-8	7	-5
CCN(CC)C(=O)CSc1nnc(-c2ccco2)n1N	5	-1	11
Cc1cc2c3c(c1)C(C)(c1ccccc1)CC(C)(C)N3C(=O)C21C(C#N)=C(N)OC2=C1C(=O)CC(C)(C)C2 (configuration not stated)	1	-1	5
COc1cc(S(=O)(=O)n2ccc(C)n2)c(OC)cc1Cl	1	-33	5
O=C(CSc1nnc(-c2ccccc2)c(-c2ccccc2)n1)NCc1ccco1	-13	0	1
O=C(CC1C(=O)N(c2ccc(F)cc2)C(=O)N1Cc1ccccn1)Nc1ccccc1 (configuration not stated)	8	4	14
CC(=O)Nc1ccc(NCN2C(=O)C3C4CCC(C4)C3C2=O)cc1 (configuration not stated)	5	0	5
Cc1ccc(NC2=NC(c3ccc(C)cc3)n3c(nc(C)cc3=O)N2)cc1 (configuration not stated)	5	4	-1
Cc1ccc(S(=O)(=O)N2CCCC(C(=O)Nc3ccc(NC(=O)c4ccccn4)cc3)C2)cc1 (configuration not stated)	-12	-5	3
COc1ccc(NC(=O)C2CC(c3ccc(OC)c(OC)c3)=NO2)cc1OC (configuration not stated)	-3	-3	12
CN(C)S(=O)(=O)Nc1ccc(Br)cc1F	-4	-2	12
CCn1nnnc1SCC(=O)N(C1CCCCC1)C1CCCCC1	-7	2	6
COC(=O)CNC(=O)c1c(C)cc(=O)oc1C	10	0	-1
Cc1cc(C(=O)NCC(c2ccco2)N(C)C)no1 (configuration not stated)	9	7	4
C=CCNC(=O)c1ccccc1NC(=O)c1cccc2ccccc12	-9	-1	-3
Cc1ccc(-c2nn3c(C)nnc3s2)cc1NCc1c(F)cccc1Cl	-11	-1	4
COCC(=O)Nc1cc(C(=O)Nc2ccccc2C)ccc1Cl	0	3	-4
c1coc(-c2nc3c([nH]2)CCc2nonc2-3)c1	-12	3	1
COc1cc(OC)cc(C(=O)NC2CC3CCC(C2)N3Cc2ccco2)c1 (configuration not stated)	-10	2	6

A second format for some results above.
Values in the order – PGC1a acetyl inh	PglD inh	FN deposition inh
CN1CCN(CCCNC(=O)Cn2nc(-c3ccccc3)ccc2=O)CC1
    -2	-8	5
CC(=O)N1CCN(c2ccc(S(=O)(=O)N3CCCCC3)cn2)CC1
    -1	4	6

Later entries
SMILES	PGC1a acetyl inh	PglD inh	FN deposition inh
CCOC(=O)c1cc(C)n(Cc2cccc(OC)c2OC)c1C	8	2	-13
O=C1C2C3C=CC(C3=C(c3ccccc3)c3ccccc3)C2C(=O)N1CCO (configuration not stated)	-9	-4	0
Cc1nc2nc(-c3cccnc3)[nH]n2c(=O)c1Cc1ccccc1	-2	-6	-8
CCOC(=O)Cc1c(C)nc2cc(-c3ccc(C)cc3)[nH]n2c1=O	5	-11	-17
Cc1cc(C(C)(C)C)oc1C(=O)N(CC(=O)NC1CCCC1)Cc1ccc(Cl)cc1	-3	-1	-6
CCCn1c(SCC(=O)c2ccc3c(c2)OCCO3)nnc1-c1ccco1	-2	3	-1
CCOC(=O)c1cn(CC(=O)Nc2cccc(Cl)c2C)nn1	-3	-13	-7
Cc1cc(=O)[nH]c(SCC(=O)Nc2ccc(S(=O)(=O)N3CCCCC3)cc2)n1	7	2	7
CCCC(=O)Nc1ccc(N2CCOCC2)cc1	-10	9	-19
CCOc1cccc(-c2nnc(SCC(=O)Nc3cc(C)ccc3OC)n2N)c1	6	1	3
CC1=C(C(=O)OC2CCCCC2)C(c2ccc(C)o2)C2=C(CC(C)(C)CC2=O)N1 (configuration not stated)	-5	6	-12
Cc1cc(C(=O)OCC(=O)Nc2cccc(S(=O)(=O)N3CCOCC3)c2)c(C)o1	8	9	-12
CCOC(=O)C1CCN(C(=O)c2ccccc2Oc2ccccc2)CC1	-15	-4	1
CC(=O)Nc1ccc(N2C(C(C)=O)=NN(c3ccc(Cl)cc3)C2c2sccc2C)cc1 (configuration not stated)	-7	4	-2
Cc1nc(-c2cccnc2)sc1C(=O)Nc1ccc(F)cc1F	5	-1	-2
COc1ccccc1Nc1nc(N)nc(-c2oc3ccccc3c2C)n1	1	0	-2
Cc1ccc(C(=O)Oc2cccc(NC(=O)c3ccco3)c2)cc1S(=O)(=O)N1CCC(C)CC1	-1	-3	-1
COCC(=O)Nc1cccc(C(F)(F)F)c1	0	0	8
CCc1c(O)nc(N2CCN(Cc3ccccc3)CC2)[nH]c1=O	2	-98	4
CCc1noc(C)c1C(=O)Nc1sc(C(=O)N(C)C)c(C)c1C(=O)OC	2	-2	15
O=C(CN1CC(=O)Oc2ccccc21)OCC(=O)c1ccc(Br)cc1	3	4	14
CC1(C)CC(=O)C2=C(C1)OC(N)=C(C#N)C21C(=O)N(CN2CCOCC2)c2ccccc21 (configuration not stated)	3	1	19
CC1C/C(=N\NC(=S)NCc2ccccc2)CC(C)(C)C1 (configuration not stated)	-10	-2	3
O=C1Cn2c(nc3ccccc32)N1c1ccccc1F	0	0	2
Cn1nc(C(=O)NCc2ccc(F)cc2)c2ccccc2c1=O	4	-3	17

(more compounds)
SMILES	PGC1a acetyl inh	PglD inh	FN deposition inh
Cc1ccc2c(c1)-c1cc(C)nn1C(c1sccc1C)N2 (configuration not stated)	-2	-1	-5
Cc1ccc(NC(=O)N2CCC(C(=O)NCCC3=CCCCC3)CC2)cc1	8	-4	6
CCOC(=O)Cn1cnc2c(nnn2-c2ccc(C)cc2)c1=O	18	-6	15
Cc1ccc2nc(-c3sc4nc(C)ccc4c3N)[nH]c2c1	-5	-6	2
CC(=O)Nc1cccc(NC(=O)CCn2c(=O)sc3ccccc32)c1	6	2	7
Cc1ccc(O)c(NC(=O)C2CC(c3c(F)cccc3Cl)=NO2)c1 (configuration not stated)	-9	0	1

Some of these compounds in order of molecular weight, falling:
SMILES	PGC1a acetyl inh	PglD inh	FN deposition inh
Cc1ccc(C(=O)Oc2cccc(NC(=O)c3ccco3)c2)cc1S(=O)(=O)N1CCC(C)CC1	-1	-3	-1
CC(=O)Nc1ccc(N2C(C(C)=O)=NN(c3ccc(Cl)cc3)C2c2sccc2C)cc1 (configuration not stated)	-7	4	-2
CC1(C)CC(=O)C2=C(C1)OC(N)=C(C#N)C21C(=O)N(CN2CCOCC2)c2ccccc21 (configuration not stated)	3	1	19
Cc1cc(=O)[nH]c(SCC(=O)Nc2ccc(S(=O)(=O)N3CCCCC3)cc2)n1	7	2	7
Cc1cc(C(=O)OCC(=O)Nc2cccc(S(=O)(=O)N3CCOCC3)c2)c(C)o1	8	9	-12
O=C(CN1CC(=O)Oc2ccccc21)OCC(=O)c1ccc(Br)cc1	3	4	14
CC1=C(C(=O)OC2CCCCC2)C(c2ccc(C)o2)C2=C(CC(C)(C)CC2=O)N1 (configuration not stated)	-5	6	-12
CCc1noc(C)c1C(=O)Nc1sc(C(=O)N(C)C)c(C)c1C(=O)OC	2	-2	15
Cc1ccc(NC(=O)N2CCC(C(=O)NCCC3=CCCCC3)CC2)cc1	8	-4	6
CC(=O)Nc1cccc(NC(=O)CCn2c(=O)sc3ccccc32)c1	6	2	7
CCOC(=O)C1CCN(C(=O)c2ccccc2Oc2ccccc2)CC1	-15	-4	1
Cc1ccc(O)c(NC(=O)C2CC(c3c(F)cccc3Cl)=NO2)c1 (configuration not stated)	-9	0	1
COc1ccccc1Nc1nc(N)nc(-c2oc3ccccc3c2C)n1	1	0	-2
Cc1nc(-c2cccnc2)sc1C(=O)Nc1ccc(F)cc1F	5	-1	-2
CCOC(=O)c1cn(CC(=O)Nc2cccc(Cl)c2C)nn1	-3	-13	-7
CCc1c(O)nc(N2CCN(Cc3ccccc3)CC2)[nH]c1=O	2	-98	4
CCOC(=O)Cn1cnc2c(nnn2-c2ccc(C)cc2)c1=O	18	-6	15
Cn1nc(C(=O)NCc2ccc(F)cc2)c2ccccc2c1=O	4	-3	17
CC1C/C(=N\NC(=S)NCc2ccccc2)CC(C)(C)C1 (configuration not stated)	-10	-2	3
Cc1ccc2c(c1)-c1cc(C)nn1C(c1sccc1C)N2 (configuration not stated)	-2	-1	-5
CCCC(=O)Nc1ccc(N2CCOCC2)cc1	-10	9	-19
COCC(=O)Nc1cccc(C(F)(F)F)c1	0	0	8

Only part of the results is shown, so the mix of outcomes need not match the whole.
